High-throughput results (PubChem)
PGK inhibitor: blocks T. brucei phosphoglycerate kinase. hit rate 0.043% among 380,000. Potency, µM (titrated, usually from 57.5 µM), inactives show at the top dose activity change, negative = inhibition, most hits filed as inhibitors. PGK/GAPDH coupled, Kinase-Glo luminescence, 60 min; further: on the % scale 0 is the no-effect control and ±100 the full control effect; nearly all actives have a fitted effect of over 60% in size
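Recombinant glycosomal PGK reaction used 1,3-bisphosphoglycerate generated in-well by GAPDH (100nM final) in 100mM TEA pH 7.6, 5mM MgCl2, 0.01% Tween-20. After 60 minutes at room temperature, ATP was read by Kinase-Glo Plus luminescence end-point.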
GLS inhibitor: inhibitors of human glutaminase (GLS) | O94925 | GLS enzymatic activity, qHTS titration | Potency, µM (doses to about 45.5 µM), inactives show at the highest dose activity change, negative = inhibition, most hits filed as inhibitors | hit rate 0.21% among 410,000 | AID 624170; further: on the % scale 0 is the no-effect control and ±100 the full control effect
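hKGA in 45 mM KH2PO4 (pH 8.2), 0.02% Tween-20 with compound, then 1mM L-Glutamine (stock as added) plus glutamate oxidase/HRP/Amplex red coupling mix. Fluorescence read initially and after 30 min at RT; signal change reflects glutamate formation.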
Pol iota inh: inhibitors of human DNA polymerase iota; Potency, µM (doses to about 115 µM), inactives show at the top dose activity, negative = inhibition, most hits filed as inhibitors; Q9UNA4; hit rate 1% among 390,000; Pol iota fluorescent replication assay, 10 min
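Pol iota at 10 nM preincubated 15 min with compounds at room temperature; reaction started with fluorescent substrate, 50 nM final. Fluorescence read kinetically at 0 and 10 min; buffer-only wells as negative control.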
HP1b binding inh: blocks HP1-beta chromodomain binding to methylated histone tails; Potency, µM (highest dose often 114 µM), for inactives: at the top dose activity change, negative = inhibition, actives largely listed as inhibitors; AID 540317; hit rate 0.56% among 390,000; AlphaScreen HP1-beta / biotin-H3K9me3 peptide binding; further: nearly all actives have a fitted effect of over 70% in size; inactives centre near 23
Target sequence (P83916 whole entry, looked up): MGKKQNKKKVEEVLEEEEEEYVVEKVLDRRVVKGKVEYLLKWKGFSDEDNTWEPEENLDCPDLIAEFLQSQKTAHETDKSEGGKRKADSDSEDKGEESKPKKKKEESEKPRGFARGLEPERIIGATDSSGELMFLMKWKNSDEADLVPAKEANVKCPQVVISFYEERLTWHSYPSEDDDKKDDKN
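AlphaScreen: HP1-beta (50 nM) preformed 30 min with biotin-H3(1-18)K9me3 peptide (50 nM) in PBS pH 7.4, 0.01% Tween-20. Compound added for 30 min at RT, then streptavidin donor/nickel chelate acceptor beads (10 ug/mL) for 30 min.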
G9a block: blocks human histone lysine methyltransferase G9a; Q96KQ7; G9a H3K9 monomethylation, AlphaScreen, 2 h; Potency, µM (top dose mostly 102 µM), for inactives: top-dose activity, negative = inhibition, most hits filed as inhibitors; hit rate 8.8% among 350,000; further: on the % scale 0 is the no-effect control and ±100 the full control effect; nearly all actives have a fitted effect of over 75% in size
Target sequence (Q96KQ7 913-1193 limits assumed): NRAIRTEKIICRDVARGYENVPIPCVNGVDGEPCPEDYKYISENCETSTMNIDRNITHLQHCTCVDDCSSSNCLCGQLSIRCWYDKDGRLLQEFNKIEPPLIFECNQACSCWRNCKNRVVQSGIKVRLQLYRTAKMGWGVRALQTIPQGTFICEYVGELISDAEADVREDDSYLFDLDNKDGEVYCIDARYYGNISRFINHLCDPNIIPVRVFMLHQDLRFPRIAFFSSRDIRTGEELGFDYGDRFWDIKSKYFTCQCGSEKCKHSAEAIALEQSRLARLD
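G9a (20 nM) was preincubated 15 min with compound, then reacted 2 h at room temperature with 500 nM biotin-H3K9 peptide and 20 µM SAM. Monomethyl-H3K9 detected by AlphaScreen using anti-H3K9me1 antibody.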
BLM helicase inh: blocks DNA unwinding by human BLM helicase. P54132. recombinant BLM DNA unwinding, fluorescence dequenching. Potency, µM (highest dose often 56.1 µM), without a hit: at the top dose activity change, negative = inhibition, hits mostly inhibitors. hit rate 0.2% among 350,000. AID 2528;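 further: plate controls were vehicle for no effect and no enzyme for full effect; nearly all actives have a fitted effect of over 35% in size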
BAZ2B inh: BAZ2B (human) inhibition; AID 504333; Potency, µM (doses to about 114 µM), inactives show at the highest dose activity change, negative = inhibition, actives largely listed as inhibitors; hit rate 4.4% among 360,000; Q9UIF8; AlphaScreen BAZ2B-H3K14Ac peptide displacement; further: on the % scale 0 is the no-effect control and ±100 the full control effect; nearly all actives have a fitted effect of over 60% in size
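Complex of BAZ2B and biotin-H3K14Ac (50 nM apiece) forms over 30 min at RT, then faces library compounds up to 110 uM for another 30 min; AlphaScreen beads added, 20 min dark incubation, luminescence read.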
Pin1 inhibitor: inhibitors of human Pin1. Q13526. Pin1 FP peptide displacement, HiFluor488, 10 min. Potency, µM (highest dose often 115 µM), for the others: top-dose activity, negative = inhibition, actives largely listed as inhibitors. hit rate 0.009% among 390,000. AID 504891; active means well fitted inhibition curve with a large enough effect in the polarisation, with a control signal flat, not every such curve was filed as active; inconclusive means small, poorly fitted or top-dose-only effect, or effect the other way, or a change in a side signal; inactive means no such curve, though single readings can be large or run the other way; the % refers to the polarisation; further: on the % scale 0 is the no-effect control and ±100 the full control effect
Target sequence (Q13526 whole entry, looked up): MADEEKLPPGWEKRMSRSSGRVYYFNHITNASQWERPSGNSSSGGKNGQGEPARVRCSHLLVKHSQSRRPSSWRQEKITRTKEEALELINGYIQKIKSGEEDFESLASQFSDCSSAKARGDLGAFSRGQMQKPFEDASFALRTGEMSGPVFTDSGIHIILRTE
JMJD2A Tudor: JMJD2A Tudor domain (human) inhibition; O75164; AlphaScreen JMJD2A-Tudor / H3K4me3 peptide binding; Potency, µM (series often up to 114 µM), without a hit: top-dose activity change, negative = inhibition, most hits filed as inhibitors; hit rate 4.4% among 390,000; AID 504339; further: on the % scale 0 is the no-effect control and ±100 the full control effect; nearly all actives have a fitted effect of over 50% in size
Active calls of the source: *; i = inactive; ? = inconclusive; / = no result given; [ ] = another dose, or the depositor's remark. Unless noted, the call rests on the fitted dose curve; in most records, active means well fitted curve in the direction sought with a large enough effect; inconclusive means small, poorly fitted or top-dose-only effect, or another doubt; inactive means no such curve, though single readings can be large; an effect the other way counts as inactive or inconclusive. Potency means the concentration at half of the fitted maximal effect. Not all compounds are listed; count on the stated rates, not on these rows.

SMILES | PGK inhibitor | GLS inhibitor | Pol iota inh | HP1b binding inh | G9a block | BLM helicase inh | BAZ2B inh | Pin1 inhibitor | JMJD2A Tudor
CCCC(=O)N=C1SC2CS(=O)(=O)CC2N1c1ccc(-c2nc3ccc(C)cc3s2)cc1 (stereo unspecified) | 8% | 3% | ? | 35%[activator] | -13% | 4% | 11% | 24% | -4%
CN(C)c1cccc(C(=O)N/C=C/n2cnc3cc(C(F)(F)F)ccc32)c1 | -7% | 11% | -3% | 16% | ? | -3% | -39% | 2% | -32%
Cc1csc(NC(=O)CSc2nnc(Cc3cccn3C)n2-c2ccc(F)cc2)n1 | -7% | -3% | 6% | 42%[activator] | ? | -2% | -39% | 1% | -14%
O=C(Cn1cc(COc2ccc(C(=O)c3ccccc3)cc2)nn1)c1ccc(O)cc1 | -10% | 5% | ? | 25% | / | / | / | -1% | -25%
COc1ccccc1CNC(=O)c1cnc(N2CCCC2)nc1C | / | 2% | 16% | 30% | 11%[59 µM] | 0% | -5% | -3% | -8%
O=C(c1ccccc1)c1ccccc1C(=O)N1CCCC1 | -2% | 1% | -13%[58.9 µM] | 19% | 8%[59 µM] | 4% | 6% | -5% | 0%
Cc1cc2c(cc(C(=O)OC(C)C(=O)NCc3ccccc3)n2C)o1 (stereo unspecified) | -13% | -10% | 7% | 18%[57 µM] | / | / | / | 2% | -23%
O=C(CSc1nnc(CNC(=O)c2ccco2)o1)Nc1nc2ccccc2s1 | / | -2% | -9% | 19% | -7% | -10% | -12% | 20% | -20%
Cc1cc(C)nc(SCC(=O)Nc2nc(-c3ccccc3)c(-c3ccccc3)o2)n1 | i | 5% | ? | -1% | -12%[59 µM] | -13% | -14% | 12% | -30%
Clc1ccc(CCNc2ncnc3nc[nH]c23)cc1 | -2% | -9% | -11% | 31% | ? | -2% | 11% | 0% | -28%
CCc1ccc(C(=O)COC(=O)c2nn(C)c(=O)c3ccccc23)cc1 | -5% | -2% | 68%[activator] | 16% | 49%[activator] | -12% | 2% | 3% | -13%
Cc1nc(NC(=O)c2ccc(Br)o2)sc1C | -14% | 20% | 18% | 6% | ? | -2% | -22% | -10% | -13%
CCN1CCN(C(c2ccc(Cl)cc2)c2c(O)cc(C)n(CCOC)c2=O)CC1 (stereo unspecified) | i | 4% | 15% | 25%[57 µM] | ? | 1% | 4% | -8% | -19%
COc1ccc(N2CCN(S(=O)(=O)c3ccc4c(c3)CCCC4)CC2)c([N+](=O)[O-])c1 | i | -21% | 25% | ? | 18µM* | -9% | ? | -3% | ?
COC(=O)N1CC(=O)N(OC)C1c1ccc(Cl)cc1Cl (stereo unspecified) | 1% | -1% | 18% | 24% | 21% | -1% | 10% | -1% | -9%

The list continues.
SMILES | PGK inhibitor | GLS inhibitor | Pol iota inh | HP1b binding inh | G9a block | BLM helicase inh | BAZ2B inh | Pin1 inhibitor | JMJD2A Tudor
C/C(=N/OC(=O)C1CC1c1ccccc1)c1ccccc1 (stereo unspecified) | -1% | -5% | 15% | 165%[activator] | 42%[59 µM] | -1% | 68%[activator] | 3% | 115%[activator]
O=C(NC(NC(=S)Nc1ccccc1Cl)C(Cl)(Cl)Cl)c1cccc(Cl)c1 (stereo unspecified) | -1% | 3% | 7% | -24% | -22% | -9% | -29% | 23% | -26%
CC(C)(C)OC(=O)NNC(=O)Nc1ccccc1C(F)(F)F | 0% | 0% | 75%[activator] | 20% | 0% | 1% | -3% | 5% | -7%
O=C(COCc1cc(-c2ccc3c(c2)OCO3)on1)Nc1cc(C(F)(F)F)ccc1Cl | -10% | 4% | 17% | 41%[activator] | 33%[activator][59 µM] | 0% | 11% | 12% | 10%
CC(C(=O)NCC1CCCCC1)N(C)Cc1cccc(Cl)c1 (stereo unspecified) | -2% | 1% | 10% | 40%[activator] | 9% | -4% | 4% | 3% | 5%
COc1cc2c(cc1OC)CN(C(=O)c1cc3ccccc3oc1=O)CC2 | -8% | -6% | 14% | 20% | 3% | -4% | 2% | 8% | -3%
O=C1COCC(=O)N1CCc1c[nH]c2ccccc12 | -8% | -9% | -5% | 9% | / | 1% | -9% | -3% | -16%
COc1ccc(N(CC(=O)Nc2ccc3c(c2)OCCO3)S(=O)(=O)c2c(C)noc2C)cc1 | i | 5% | -10% | 19% | 41%[0.501 µM] | -7% | -26% | 17% | -10%
COc1ccccc1NC(=O)C(C)OC(=O)C1CC(=O)N(c2ccc3c(c2)OCCO3)C1 (stereo unspecified) | i | 28% | 39%[activator] | 17%[57 µM] | 75%[activator] | -1% | 2% | ? | -18%
COc1ccccc1-c1c(C)nn2c(C)c(C(C)=O)cnc12 | -4% | -9% | 7% | -13% | 11%[59 µM] | 2% | -1% | ? | -4%[11.4 µM]
O=C(CCC(=O)c1cccs1)NNC(=O)c1ccccc1Cl | -2% | -1% | 30% | 14% | 22%[2.33 µM] | / | 5% | 0% | -2%
O=C(Nc1c(Cl)cc(Cl)cc1C(=O)NCCN1CCOCC1)c1cccc([N+](=O)[O-])c1 | -5% | 16% | 92%[activator] | 7% | -2% | -3% | -8% | 0% | -34%
O=[N+]([O-])c1c(N2CCN(CCO)CC2)nc2ccccn12 | -9% | -1% | 37%[activator] | 41%[activator] | 27% | -1% | -25% | -2% | 0%
CCCCn1c(N)c(N(CCC(C)C)C(=O)CSc2nnc3ccccn23)c(=O)[nH]c1=O | 7% | 15% | 3% | 35% | 2%[2.33 µM] | 0% | 7% | -4% | -1%
Cc1cc(NC(=O)CCCn2c(C)c3cnn(-c4ccccc4)c(=O)c3c2C)ccc1Br | -8% | -5% | 5% | -4% | -37%[59 µM] | -12% | ? | 13% | ?

Other results.
SMILES | PGK inhibitor | GLS inhibitor | Pol iota inh | HP1b binding inh | G9a block | BLM helicase inh | BAZ2B inh | Pin1 inhibitor | JMJD2A Tudor
COc1ccc2c(c1)c1c(n2C(C)=O)C(OC(C)=O)=NCC1 | -1% | -3% | 4% | 60%[activator] | -3% | -5% | -4% | 1% | -5%
CC(C)C[C@@H](CO)N1CCN(CCCc2ccccc2)CCC1=O | -7% | 2% | 2% | 30% | / | -1% | -8% | 0% | -13%
O=C(CNCc1ccco1)Nc1ccccc1-n1cccc1 | 4% | -4% | ? | -9% | 13µM* | 1% | ? | -10% | ?
CCN(Cc1ccccc1)S(=O)(=O)c1ccc(S(=O)(=O)N(Cc2cccc(OC)c2)CC2CCCO2)cc1 (stereo unspecified) | 1% | -3% | -5% | 19% | ? | -7% | -9% | -9% | -10%
CCOC(=O)c1sc(NC(=O)CSc2nncn2C)nc1C | -5% | -10% | ? | 19% | 4% | -2% | / | 2% | -3%
CCOC(=O)C1=C(COC(=O)c2cccc(NC(C)=O)c2)NC(=O)NC1C (stereo unspecified) | -12% | 4% | 14% | 14% | -28% | / | -3% | 0% | -14%
Cc1[nH]n(-c2ccccc2)c(=O)c1/C=N/NC(=O)C(C)C | i | 11% | 16% | 72%[activator] | -38% | 0% | 32µM* | -1% | 79µM*
Cc1nnsc1C(=O)Nc1ccc(Cl)cc1 | i | -7% | -2% | 6% | 22%[59 µM] | 2% | -2% | 5% | -15%

By substructure: the compounds so far with an aryl methoxy group.
SMILES | PGK inhibitor | GLS inhibitor | Pol iota inh | HP1b binding inh | G9a block | BLM helicase inh | BAZ2B inh | Pin1 inhibitor | JMJD2A Tudor
COc1ccccc1CNC(=O)c1cnc(N2CCCC2)nc1C | / | 2% | 16% | 30% | 11%[59 µM] | 0% | -5% | -3% | -8%
COc1ccc(N2CCN(S(=O)(=O)c3ccc4c(c3)CCCC4)CC2)c([N+](=O)[O-])c1 | i | -21% | 25% | ? | 18µM* | -9% | ? | -3% | ?
COc1cc2c(cc1OC)CN(C(=O)c1cc3ccccc3oc1=O)CC2 | -8% | -6% | 14% | 20% | 3% | -4% | 2% | 8% | -3%
COc1ccc(N(CC(=O)Nc2ccc3c(c2)OCCO3)S(=O)(=O)c2c(C)noc2C)cc1 | i | 5% | -10% | 19% | 41%[0.501 µM] | -7% | -26% | 17% | -10%
COc1ccccc1NC(=O)C(C)OC(=O)C1CC(=O)N(c2ccc3c(c2)OCCO3)C1 (stereo unspecified) | i | 28% | 39%[activator] | 17%[57 µM] | 75%[activator] | -1% | 2% | ? | -18%
COc1ccccc1-c1c(C)nn2c(C)c(C(C)=O)cnc12 | -4% | -9% | 7% | -13% | 11%[59 µM] | 2% | -1% | ? | -4%[11.4 µM]
COc1ccc2c(c1)c1c(n2C(C)=O)C(OC(C)=O)=NCC1 | -1% | -3% | 4% | 60%[activator] | -3% | -5% | -4% | 1% | -5%
CCN(Cc1ccccc1)S(=O)(=O)c1ccc(S(=O)(=O)N(Cc2cccc(OC)c2)CC2CCCO2)cc1 (stereo unspecified) | 1% | -3% | -5% | 19% | ? | -7% | -9% | -9% | -10%
